Screening data deposited in PubChem BioAssay by National Center for Advancing Translational Sciences (NCATS).
APE1 inh: qHTS Assay for Inhibitors of the Human Apurinic/apyrimidinic Endonuclease 1 (APE1) | 350,000 tested, 0.35% active | Potency, µM (highest dose often 65.8 µM), without a hit: at the highest dose activity change, negative = inhibition, most hits filed as inhibitors | recombinant APE1, TAMRA/BHQ-2 abasic DNA cleavage fluorescence | AID 2517, 2012 | DNA repair nuclease/redox regulator APEX1 (Homo sapiens), P27695;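 further: potency means the concentration at half of the fitted maximal effect; plate controls were vehicle for no effect and reference inhibitor for full effect; nearly all actives have a fitted effect of over 55% in size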
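Compound pre-exposure to 0.75 nM APE1, 15 min at ambient temperature. Reaction initiated with 50 nM TAMRA/BHQ-2 THF substrate, read immediately in kinetic mode, 525 nm excitation, 598 nm emission.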
BLM helicase inh: qHTS Assay for Inhibitors of Bloom's syndrome helicase (BLM). Potency, µM (top dose mostly 56.1 µM), without a hit: top-dose activity change, negative = inhibition, usual class: inhibitors. recombinant BLM DNA unwinding, fluorescence dequenching. AID 2528, 2010. RecQ-like DNA helicase BLM (Homo sapiens), P54132. 350,000 tested, 0.2% active;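 further: potency means the concentration at half of the fitted maximal effect; plate controls were vehicle for no effect and no enzyme for full effect; nearly all actives have a fitted effect of over 35% in size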
POLI inh: qHTS for Inhibitors of Polymerase Iota; AID 588590, 2011; Pol iota fluorescent replication assay, 10 min; Potency, µM (top dose mostly 115 µM), without a hit: at the highest dose activity, negative = inhibition, most hits filed as inhibitors; 390,000 tested, 1% active; further: potency means the concentration at half of the fitted maximal effect
Target sequence (Q9UNA4 whole entry, looked up): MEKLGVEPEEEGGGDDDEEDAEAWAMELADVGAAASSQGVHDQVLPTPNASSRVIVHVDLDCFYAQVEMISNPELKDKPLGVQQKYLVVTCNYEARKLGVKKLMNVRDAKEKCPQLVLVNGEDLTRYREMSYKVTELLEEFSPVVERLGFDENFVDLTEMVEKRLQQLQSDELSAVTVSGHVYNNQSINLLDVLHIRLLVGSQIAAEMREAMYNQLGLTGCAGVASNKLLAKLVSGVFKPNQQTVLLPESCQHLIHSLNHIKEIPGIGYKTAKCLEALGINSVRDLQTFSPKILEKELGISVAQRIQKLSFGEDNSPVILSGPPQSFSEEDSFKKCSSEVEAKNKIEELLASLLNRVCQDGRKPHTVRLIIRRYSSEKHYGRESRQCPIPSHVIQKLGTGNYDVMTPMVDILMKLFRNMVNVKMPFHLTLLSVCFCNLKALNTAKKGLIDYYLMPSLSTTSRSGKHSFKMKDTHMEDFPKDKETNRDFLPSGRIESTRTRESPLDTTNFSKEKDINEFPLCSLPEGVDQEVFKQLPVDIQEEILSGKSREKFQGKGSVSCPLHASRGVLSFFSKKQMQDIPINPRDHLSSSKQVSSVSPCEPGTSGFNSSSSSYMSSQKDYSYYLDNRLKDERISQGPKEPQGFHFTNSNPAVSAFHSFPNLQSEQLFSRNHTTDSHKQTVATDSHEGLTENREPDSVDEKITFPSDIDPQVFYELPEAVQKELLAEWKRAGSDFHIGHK
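Fluorescent replication assay read twice, at 0 min and 10 min after adding 50 nM (final) substrate. Enzyme (10 nM) and compounds were first incubated 15 min at room temperature; enzyme-free buffer wells were negative controls.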
GRP78 ERSR act: qHTS for Inducers of the Endoplasmic Reticulum Stress Response (ERSR) in Human Glioma: qHTS; U87-MG GRP78 promoter luciferase reporter, 16 h; Potency, µM, for the others: top-dose activation, actives largely listed as activators; 420,000 tested, 0.02% active; AID 602332, 2012; further: potency means the concentration at half of the fitted maximal effect; series mostly up to about 76 µM; % of control where 0% means no effect; nearly all actives have a fitted effect of over 35% in size
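Stably transfected U87-MG human glioma cells carrying a GRP78-based luminescent sensor were seeded at 1000 cells/well, pin-dosed with compounds and incubated 16 h. Luciferase reagent was then added, and end-point luminescence was read after 10 min at room temperature.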
POLB inh: qHTS Assay for Inhibitors of DNA Polymerase Beta. Potency, µM (top dose mostly 114 µM), without a hit: at the highest dose activity change, negative = inhibition, hits mostly inhibitors. 340,000 tested, 1.3% active. P06746. Pol beta primer extension/strand displacement, fluorescence kinetic. AID 485314, 2010; further: potency means the concentration at half of the fitted maximal effect; on the % scale 0 is the no-effect control and ±100 the full control effect
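Values derive from four-parameter Hill fits of normalized kinetic data: reads at 0 and 10 min following addition of 50 nM substrate to 10 nM Pol beta preincubated 15 min with compound.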
POLH inh: qHTS for Inhibitors of Polymerase Eta. recombinant Pol eta, fluorescent DNA replication assay. Potency, µM (top dose mostly 114 µM), without a hit: at the top dose activity change, negative = inhibition, actives largely listed as inhibitors. 390,000 tested, 1.2% active. AID 588591, 2011; further: potency means the concentration at half of the fitted maximal effect; on the % scale 0 is the no-effect control and ±100 the full control effect
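Pol eta at 10 nM preincubated with compounds 15 min at room temperature; reaction started with fluorescent substrate (50 nM final) and read kinetically at 0 and 10 min.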
POLK inh: qHTS for Inhibitors of Polymerase Kappa | purified Pol kappa, fluorescent DNA synthesis assay, 10 min | Potency, µM (highest dose often 107 µM), without a hit: at the top dose activity, negative = inhibition, most hits filed as inhibitors | 400,000 tested, 0.53% active; further: potency means the concentration at half of the fitted maximal effect; on the % scale 0 is the no-effect control and ±100 the full control effect
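Readout: fluorescence, taken kinetically at 0 and 10 min. Conditions: 10 nM Pol kappa, 15 min RT compound preincubation, 50 nM substrate final. Controls: enzyme-free buffer wells.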
LDHA inh: qHTS assay for inhibitors of human lactate dehydrogenase | purified LDHA, NADH/diaphorase-resazurin fluorescence; stronger effect = lower value | activity change, % (values are at about 110 or 230 µM) | 480,000 tested, 0.15% active | AID 1347041, 2019; in the data active means activity change below about -30%; inconclusive means mostly about -25% to -30%;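 further: plate controls were DMSO wells for no effect and wells without enzyme for full effect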
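Enzyme activity of human lactate dehydrogenase 5 (2 nM; 0.06 mM NADH, 0.2 mM pyruvate, 5 min, RT) is measured via a resazurin/diaphorase fluorescence readout of residual NADH.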
Apoferritin bind: qHTS Assay for Identification of Novel General Anesthetics | Ferritin light chain (Equus caballus), P02791 | 350,000 tested, 0.074% active | apoferritin/1-aminoanthracene competitive binding, fluorescence | Potency, µM (titrated, usually from 77.5 µM), for the others: top-dose activity change, negative = displacement, actives largely listed as inhibitors; further: potency means the concentration at half of the fitted maximal effect; on the % scale 0 is the no-effect control and ±100 the full control effect; nearly all actives have a fitted effect of over 20% in size
Target sequence (P02791 2-175 limits assumed): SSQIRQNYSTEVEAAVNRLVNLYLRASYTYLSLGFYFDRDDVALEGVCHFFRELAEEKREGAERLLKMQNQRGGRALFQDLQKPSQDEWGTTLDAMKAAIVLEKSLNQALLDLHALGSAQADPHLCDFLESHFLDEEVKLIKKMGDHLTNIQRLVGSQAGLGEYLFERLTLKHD
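Horse-spleen apoferritin (10 uM) in 50% saturated 1-aminoanthracene in PBS was incubated 10 min at room temperature with compound. Fluorescence (ex 380, em 535 nm) was normalized to free and bound 1-AMA, with concentration-response fitted by a four-parameter Hill equation.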
* marks the source's active call; other numbers are inactive results; ? = inconclusive; / = not tested or not shown; [ ] = dose if it differs, or a comment. Unless noted, the call rests on the fitted dose curve; in most records, active means well fitted curve in the direction sought with a large enough effect; inconclusive means small, poorly fitted or top-dose-only effect, or another doubt; inactive means no such curve, though single readings can be large; an effect the other way counts as inactive or inconclusive. Some of the compounds tested; the hit share may differ from the screen's.

Keys – A = APE1 inh; B = BLM helicase inh; C = POLI inh; D = GRP78 ERSR act; E = POLB inh; F = POLH inh; G = POLK inh; H = LDHA inh; I = Apoferritin bind
> N#C/C(=C\c1cccc(Cl)c1)c1n[nH]c(Cn2cncn2)n1
  A = 8%	B = 3%	C = ?	D = -1%	E = 3%	F = 6%	G = 1%	H = -2	I = -7%

> O=C(c1ccccc1)N1CCCCCC1
  A = -5%	B = 3%	C = 5%	D = 2%	E = 0%	F = -15%	G = 8%	H = -3	I = -18%

> Cc1ccc(N=Cc2c(C)[nH]n(-c3nc4ccccc4[nH]3)c2=O)cc1
  A = 3%	B = -11%	C = 1%	D = -9%	E = ?	F = -9%	G = -19%	H = -2	I = -5%

> CCOC(=O)C1CCCN(c2c(NCc3ccco3)c(=O)c2=O)C1 (stereo not given)
  A = -2%	B = -1%	C = 18%	D = 0%	E = -14%	F = -8%	G = -13%	H = -1	I = -3%

> Cc1cnc(CNc2cc(-c3ccccc3CN(C)C)ncn2)cn1
  A = -2%	B = -3%	C = /	D = -2%	E = /	F = /	G = -9%[60.1 µM]	H = /	I = /

> COc1ccc(-n2ccnc(NCc3cccs3)c2=O)cc1
  A = /	B = -3%	C = 15%	D = 1%	E = 0%	F = -8%	G = 4%	H = -1	I = 3%

> COc1ccccc1NC(=O)Cn1nc(-c2ccncc2)nc1SCC(=O)NC1CCCC1
  A = -4%	B = 1%	C = 220%[activator]	D = -4%	E = -20%	F = -24%	G = -4%	H = -5	I = -3%

> CCCCNC(=O)C1CC(c2ccc(C(F)(F)F)cc2)=NO1 (stereo not given)
  A = 2%	B = -4%	C = -14%	D = 0%	E = -10%	F = -11%	G = 8%	H = -2	I = 0%

> O=C(O)CCSc1nnc(COc2ccc([N+](=O)[O-])cc2)n1-c1ccccc1
  A = -2%	B = -4%	C = 18%	D = -2%	E = 21%	F = -14%	G = -3%	H = -2	I = -4%

> O=C(c1ccco1)N1CCN(CC2CC3C=CC2C3)CC1 (stereo not given)
  A = 1%	B = 2%	C = 28%	D = 4%	E = 0%	F = -21%	G = -12%	H = -23	I = 82%[activator]

> CCOC(=O)c1ccc(N2C(=O)CC(C)(CC)CC2=O)cc1
  A = 5%	B = 1%	C = ?	D = 0%	E = -2%	F = -1%	G = -7%	H = -5	I = -9%

> CCCCNC(=O)COC(=O)C1CCN(S(=O)(=O)c2ccc3c(c2)OCCO3)CC1
  A = -12%	B = /	C = -16%	D = -4%	E = /	F = -21%	G = -8%	H = -10	I = /

> CN(C)c1ccc(C(=O)NNC(=O)C23CC4CC(CC(C4)C2)C3)cc1
  A = 7%	B = /	C = 54%[activator]	D = -1%	E = /	F = -10%	G = -5%	H = -7	I = /

> Cc1ccc(C)c(S(=O)(=O)N2CCN(C(=O)[C@@H](NC(=O)c3ccc(F)cc3)C(C)C)CC2)c1
  A = 9%	B = /	C = -18%	D = -2%	E = /	F = -8%	G = -9%	H = -7	I = /

> NC(=O)Cn1cc(/C=N\NS(=O)(=O)c2ccc(F)cc2)c2ccccc21
  A = 1%	B = -2%	C = 17%	D = -1%	E = 4%	F = -5%	G = -3%	H = -5	I = -14%

> Cc1ccccc1C(=O)NCCNC(=O)c1cnccn1
  A = 22%	B = -4%	C = 70%[activator]	D = -3%	E = 11%	F = -9%	G = -3%	H = -6	I = 0%

> Cc1ccnc(N(C(=O)c2cccs2)C(=O)c2cccs2)c1
  A = 2%	B = -2%	C = 30%	D = 6%	E = -2%	F = 1%	G = -20%	H = -8	I = 4%

> Fc1ccc(NC(=S)NN2CCOCC2)cc1Cl
  A = ?	B = 3%	C = 165%[activator]	D = -2%	E = 19%	F = -11%	G = -3%	H = -7	I = -4%

> NC(=O)c1ccsc1NC(=O)c1ccc(S(=O)(=O)N2CCCc3ccccc32)cc1
  A = 22%	B = -3%	C = -18%	D = -2%	E = 1%	F = -18%	G = -13%	H = -13	I = -14%

> Cc1nc2sccc2c(=O)n1N
  A = -1%	B = -1%	C = 13%	D = -5%	E = 30%	F = -8%	G = -1%	H = -7	I = 1%

> Cc1cc(NS(=O)(=O)c2ccc(NC(=O)COc3c(C)ccc(C)c3C)cc2)nc(C)n1
  A = /	B = -1%	C = 5%	D = -3%	E = -1%	F = -17%	G = -4%	H = 2	I = -8%

> Cc1ccn2c(=O)c(C(=O)Nc3ccc(F)c(C(F)(F)F)c3)cnc2c1
  A = /	B = -2%	C = 19%	D = 2%	E = -17%	F = -2%	G = -9%	H = -5	I = 8%

> COC(=O)c1ccc(OCC(=O)c2cccc(OC)c2)cc1
  A = 6%	B = ?	C = 11%	D = -8%	E = ?	F = -14%	G = -2%	H = -8	I = -12%

> COC(=O)c1c(NC(=O)COC(=O)[C@@H](NS(=O)(=O)c2ccc(C)cc2)C(C)C)sc2c1CCC2
  A = 16%	B = -12%	C = 27%	D = -4%	E = 16%	F = -9%	G = -22%	H = -2	I = -7%

> CCO[C@H]1OC(C(=O)N2CCN(Cc3ccccc3)CC2)=C[C@@H](C)[C@@H]1CCCO
  A = 0%	B = 1%	C = 21%	D = -2%	E = 22%	F = -14%	G = 9%	H = 0	I = -3%

> Cc1[nH]c(=O)c(C#N)c(C)c1Cc1ccc(Cl)cc1Cl
  A = 3%	B = 3%	C = 66%[activator]	D = -3%	E = 11%	F = -12%	G = -5%	H = 0	I = -2%

> CN(CC(=O)NC1CCCCC1)S(=O)(=O)c1ccc(Cl)cc1
  A = -3%	B = 4%	C = 13%	D = 3%	E = -1%	F = -21%	G = -8%	H = -7	I = 0%

> C=CCC(Nc1ccccc1)c1ccc(OC)c(OC)c1 (stereo not given)
  A = 3%	B = -2%	C = /	D = /	E = -13%	F = /	G = /	H = /	I = -2%

> C=C1CC(COc2ccc3c(C)c(Cl)c(=O)oc3c2)(c2ccccc2)OC1=O (stereo not given)
  A = /	B = /	C = ?	D = -14%	E = /	F = -5%	G = -6%	H = -9	I = /

> Cc1ccc2c(c1)N(C(=O)N1CCC(C(=O)NCc3cccs3)CC1)CC(C)O2 (stereo not given)
  A = /	B = -4%	C = 5%	D = -4%	E = -1%	F = -4%	G = 1%	H = -7	I = 1%

Copied from the list:
Reading of COC(=O)c1c(NC(=O)COC(=O)[C@@H](NS(=O)(=O)c2ccc(C)cc2)C(C)C)sc2c1CCC2 under BLM helicase inh: -12%
Reading of Cc1ccnc(N(C(=O)c2cccs2)C(=O)c2cccs2)c1 under POLK inh: -20%
Reading of CN(CC(=O)NC1CCCCC1)S(=O)(=O)c1ccc(Cl)cc1 under POLK inh: -8%

(continued)
Keys – A = APE1 inh; B = BLM helicase inh; C = POLI inh; D = GRP78 ERSR act; E = POLB inh; F = POLH inh; G = POLK inh; H = LDHA inh; I = Apoferritin bind
> COc1ccc(-c2cnnn2-c2ccc(NC(=O)c3ccc(S(=O)(=O)N(C)C)cc3)cc2)cc1
  A = /	B = -4%	C = 2%	D = -1%	E = -1%	F = -2%	G = -6%[60.1 µM]	H = -5	I = -6%

> O=C(O)CCSCc1ccccc1F
  A = 15%	B = -1%	C = 5%	D = 0%	E = 19%	F = -1%	G = -17%	H = -4	I = -4%

> CCOc1ccc(NC(=O)CSc2cn[nH]n2)cc1
  A = 13%	B = /	C = -26%	D = -9%	E = /	F = -17%	G = -3%	H = -1	I = /

> COc1ccc(N2CCN(C(=O)CCC(=O)c3cc(C)sc3C)CC2)cc1
  A = 17%	B = -1%	C = 15%	D = -4%	E = 0%	F = -21%	G = 9%	H = 3	I = ?

> CCCOc1ccc(C(=O)N2CCN(c3ccc(NC(=O)CC)cc3Cl)CC2)cc1
  A = -8%	B = 0%	C = 13%	D = -3%	E = -5%	F = -12%	G = -12%	H = -4	I = -7%

> CCOc1ccc(S(=O)(=O)Nc2ccc(-c3ccc(N4CCCC4)nn3)cc2)cc1
  A = /	B = -4%	C = -20%	D = -2%	E = -12%	F = 3%	G = -6%[60.1 µM]	H = -3	I = -9%

> CCOc1cc(CNC(=O)c2cc(-c3ccc(Cl)s3)nc3ccccc23)ccc1OC
  A = /	B = -4%	C = 3%	D = -3%	E = -2%	F = 1%	G = 5%	H = 1	I = -2%

> CC(=O)N1CCC(=O)N(C(C)C)c2ccccc21
  A = -2%	B = 2%	C = -1%	D = -3%	E = 17%	F = -2%	G = -9%	H = -2	I = -9%

> Cc1cccc(OCC(=O)NC(Cc2ccccc2)C(=O)O)c1 (stereo not given)
  A = 14%	B = 2%	C = 4%	D = -4%	E = 60%	F = 2%	G = -4%	H = -7	I = -11%

> Cc1c(C(=O)N(Cc2nnc(-c3ccccc3Cl)o2)C2CC2)oc2ccccc12
  A = 5%	B = /	C = 25%	D = 1%	E = /	F = -21%	G = 3%	H = -1	I = /

> CCC(C(=O)NC1CCCC1)N(C(=O)c1snc(C(N)=O)c1N)c1ccc(OC)c(OC)c1 (stereo not given)
  A = 12%	B = -1%	C = 67%[activator]	D = -4%	E = -24%	F = -4%	G = 0%	H = -2	I = -4%

> COc1c(Cl)cnn(-c2ccc(C)cc2)c1=O
  A = 0%	B = -13%	C = 25%	D = 1%	E = 0%	F = -4%	G = -5%	H = -4	I = 13%

> CCOC(=O)C(CC)Sc1ncnc2nc[nH]c12 (stereo not given)
  A = 5%	B = 3%	C = 22%	D = -6%	E = -10%	F = -9%	G = -7%	H = 4	I = 0%

> Cc1ccc(S(=O)(=O)Cn2nnnc2C(c2ccccn2)N2CCN(c3ccccc3)CC2)cc1 (stereo not given)
  A = -7%	B = -9%	C = ?	D = -1%	E = 0%	F = -16%	G = -10%	H = -6	I = -8%

> O=C1CCC/C(=N\NC(=O)c2ccc(COc3cccc4cccnc34)cc2)C1
  A = 17%	B = -1%	C = ?	D = 1%	E = 27%	F = ?	G = -10%	H = 2	I = 3%
